Screens from PubChem.
ERK EGF inh = inhibitors of EGF-stimulated ERK signaling pathway. 130,000 compounds, 0.41% hits. Potency, µM (highest dose often 11.5 µM), for the others: at the top dose activity change, negative = inhibition, actives largely listed as inhibitors. HEK293-V1b, EGF-stimulated phospho-ERK AlphaScreen. AID 1454; active = well fitted inhibition curve with a large enough effect; inconclusive = small, poorly fitted or top-dose-only effect, or effect the other way;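 also: plate controls were stimulated vehicle wells for no effect and unstimulated vehicle basal for full effect; nearly all actives have a fitted effect of over 55% in size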
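EGF-stimulated (25 nM, 5 min) phospho-ERK in HEK293 cells stably expressing V1b, cells pretreated 30 min with compound at 37C. Homogeneous AlphaScreen read on lysates.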
The depositor's hits bear a star; u = inconclusive; & = joins results of further samples; [ ] = another dose, or the depositor's remark. Potency is read from the fitted curve at half-maximal effect. These rows are one share of the data, so the mix of outcomes need not match the whole.

SMILES	ERK EGF inh
O=C(CSc1ccc2nnc(CCNC(=O)c3ccccc3)n2n1)Nc1ccccc1F	7%
COc1ccc2ncc(S(=O)(=O)c3ccccc3)c(N3CCN(c4ccccc4)CC3)c2c1	-9%
Cc1nnc(Sc2cc(NCCO)c([N+](=O)[O-])c3nonc23)s1	-5%
Cc1ccc(OCCOCCOc2cccc3cccnc23)c(Br)c1	9%
CC1(OC(=O)C2CCCC2)C(=O)C=C2C=C(c3ccsc3)N(CCCCO)C=C2C1=O (centres undefined)	-7%[57.5 µM]
COC(=O)C1C(=O)C=C(Nc2ccc(F)cc2F)CC1c1ccccc1 (centres undefined)	14%
Cc1ccc(-c2cc(C(F)(F)F)c(C#N)c(SCC(=O)O)n2)cc1	-1%
CC1(C)C2CCC(C2)C1(C)NC(=O)CNC1CCCCC1 (centres undefined)	2%
CCOC(=O)CCC(NC(=O)c1ccccc1C(=O)NC(CCC(=O)OCC)C(=O)OCC)C(=O)OCC (centres undefined)	1%
Cc1nn(-c2ccccc2)c(C)c1C(=O)NCc1cccs1	3%
CN(Cc1nc(C(c2ccccc2)c2ccccc2)no1)CC1COCCO1 (centres undefined)	-6%
O=C(/C=C/c1ccc(Cl)c([N+](=O)[O-])c1)Nc1ccc(N2CCCC2)c(Cl)c1	-2%
O=C(NC(=S)Nc1ccc(S(=O)(=O)N2CCOCC2)cc1)c1ccccc1[N+](=O)[O-]	-6%
COC(=O)c1ccc(C(=O)NC(=S)Nc2nc3c(s2)CC(C)CC3)cc1 (centres undefined)	4%
COc1ccc(-c2nn(-c3ccccc3)cc2C(=O)Nc2nccs2)cc1OC	10%
COc1cccc(/C=C/C(=O)NCCc2ccc(OC)c(OC)c2)c1	-5%
NC(=NC(=O)c1ccc(OCC(F)(F)F)nc1)c1ccc(Cl)cc1	-12%[57.5 µM]
C#CC1(NC(=O)NCCCC)CCCCC1	-9%[57.5 µM]
COC(=O)c1noc(C)c1-c1ccnn1C(=O)c1ccc(C)cc1	1%[57.5 µM]
CSc1nc2nc3c(cc2c(=O)[nH]1)C(O)Oc1ccc(C)cc1-3 (centres undefined)	-6%
CC1CC2C3CCC4=CC(=O)C=CC4(C)C3(F)C(O)CC2(C)C1(O)C(=O)CO (centres undefined)	1%[57.5 µM]
Cc1cc(/C=N/NC(=O)CC#N)c(C)n1-c1ccc([N+](=O)[O-])cc1	2%
CC(=O)C1=C(Nc2ccc(C)cc2)CC(C)(O)C(C(C)=O)C1c1ccco1 (centres undefined)	-7%[57.5 µM]
COc1ccc(-c2cc(C(=O)NN)[nH]n2)cc1	1%
O=C(N/N=C\c1coc2ccccc2c1=O)c1ccco1	-4%[57.5 µM]

Fetched by structure from the list above:
SMILES	ERK EGF inh
CC1CC2C3CCC4=CC(=O)C=CC4(C)C3(F)C(O)CC2(C)C1(O)C(=O)CO (centres undefined)	1%[57.5 µM]
COC(=O)c1ccc(C(=O)NC(=S)Nc2nc3c(s2)CC(C)CC3)cc1 (centres undefined)	4%

(next part)
SMILES	ERK EGF inh
O=[N+]([O-])c1ncn(Cc2ccccc2Cl)n1	-2%
COc1cc2c(cc1OC)CN(C(=S)Nc1ccc(Cl)cc1)CC2	4%[57.5 µM]
CCCCSc1nnc(CNC(=O)C23CC4CC(CC(C4)C2)C3)n1Cc1ccccc1	9%
C/C(=N\NC1=NCCN1)c1ccc(Cl)cc1	9%[57.5 µM]
O=[N+]([O-])c1cc(S(=O)(=O)N2CCCCCC2)ccc1Cl	-3%
COc1cccc2sc(Nc3nc(-c4cc5ccccc5oc4=O)cs3)nc12	8%
CSCCC(NC(=O)c1ccc(Cl)cc1Cl)C(=O)OCC(N)=O (centres undefined)	u
O=c1[nH]c2ccccc2nc1/C=C(\O)C(F)F	34%
Cc1cc(C(=O)OCC(=O)Nc2cccnc2Cl)c2ccccc2n1	6%
Cc1ccc(CCNC(=O)C2CC(c3cccc(F)c3)=NO2)cc1 (centres undefined)	-1%[57.5 µM]
Cc1ccc(S(=O)(=O)NC(=O)Nc2cc(C)on2)cc1	-6%
Cc1ccccc1C(=O)NC(=S)Nc1ccccc1[N+](=O)[O-]	-17%
CCCc1nc2sc3ccccc3c(=O)c2c(=O)n1Cc1ccc(OC)cc1	u
Cc1ccc(C(C(=O)NC(C)(C)C)N(Cc2ccccc2)C(=O)c2snc(C(N)=O)c2N)o1 (centres undefined)	-1%
CCOc1ccc(-c2nc(C#N)c(NCc3ccc4c(c3)OCO4)o2)cc1	3%
CC1(C(=O)OCC(=O)NC(=O)NCc2ccccc2)CC1(Cl)Cl (centres undefined)	1%
Cc1cccc(C)c1OCC(O)CN1CCN(c2ccccc2)CC1 (centres undefined)	u
Cc1cc2cc3c(cc2nc1SCc1ccc(C(=O)O)cc1)OCCO3	1%
C/C(=N\OCC(=O)Nn1c(C)nc2ccccc2c1=O)c1ccccc1	-4%
CCc1ccccc1NC(=O)Cn1cccc1C1=NC(c2ccccc2)CO1 (centres undefined)	4%
COc1cc(C(=O)O/N=C(\N)c2ccc([N+](=O)[O-])cc2)cc(OC)c1OC	-3%
Cc1ccc(NC(=O)c2ccc3ncsc3c2)cc1S(=O)(=O)N(C)C	2%[57.5 µM]
O=C(/C=C/c1ccc(O)cc1)c1ccccc1O	u
CCN(CC)c1ccc(NC(=O)Cn2ncc3c(C)n(Cc4ccccc4F)c(C)c3c2=O)c(C)c1	1%
CN(C)C(CNC(=O)c1ccc2c(c1)S(=O)(=O)c1ccccc1C2=O)c1ccco1 (centres undefined)	9%

The list continues.
SMILES	ERK EGF inh
Nc1nc(NCC2CCCO2)nc(Nc2cccc(F)c2)c1[N+](=O)[O-] (centres undefined)	12%[57.5 µM]
Cn1c(=O)c(-c2ccccc2)nc2cnc(Oc3ccccc3)nc21	-4%
Cc1ccc([N+](=O)[O-])cc1NC(=O)Nc1cccc(F)c1	u
COc1ccc(CNC(=O)CCSCc2ccc(C)cc2)cc1	-6%
CC(=O)Nc1ccc(NC(=O)C(Sc2ccccc2)c2ccccc2)cc1 (centres undefined)	-4%[57.5 µM]
CCCn1c(C)nc2c(NCCN3CCOCC3)nc(C)nc21	-10%
COc1cc2c(c(O)c1OC)-c1c(cc(OC)c(OC)c1OC)C[C@@H](C)[C@@H](C)C2	19%[57.5 µM]
CCC(C)NC(=O)CSc1nc2scc(-c3ccccc3)c2c(=O)[nH]1 (centres undefined)	4%
O=c1c(CCc2ccccc2)nc2cnc(N3CCOCC3)nc2n1Cc1ccc(F)cc1	u
CC/S(=N\S(=O)(=O)c1ccc(C)cc1)c1ccccc1 (centres undefined)	-6%[57.5 µM]
Cc1cc(-c2ccccc2)nc(N(C)NC(=O)C(C)(C)C)c1S(C)(=O)=O	2%
O=C(NCCC1=CCCCC1)C(=O)NCc1ccccc1	16%
COc1ccc(/C=C/C(=O)O)cc1Cl	-2%[57.5 µM]
CC(=O)Nc1cccc(Oc2ncnc3scc(-c4ccccc4)c23)c1	1%
CC(C)c1nc(CNC(=O)CC2C(=O)NCCN2Cc2ccoc2)cs1 (centres undefined)	2%[57.5 µM]
CCn1c(O)c(N=NC(=O)c2cccc(S(=O)(=O)N3CCCCC3)c2)c2ccccc21	u
NC(=O)N=Nc1c(O)[nH]c2c(Br)cc(Br)cc12	0%
O=C(NNS(=O)(=O)c1ccc(F)cc1)C1CCN(Cc2cccc(F)c2)CC1	-6%
Cc1ccc(C(=O)c2cc3ccccc3o2)cc1[N+](=O)[O-]	22µM*
COC(=O)C1(C(=O)OC)C[C@@H]2CON=C2[C@H]1c1ccccc1	-6%&-3%
O=C(CSc1nc2ccsc2c(=O)n1CC1CCC(C(=O)O)CC1)c1ccc(Cl)cc1 (centres undefined)	1%
COCCNC(=O)CN1CCC(NC(=O)c2ccco2)CC1	11%
CC(C)(C)OC(=O)NCCc1nnc(SCc2cccc(Cl)c2)o1	-7%[57.5 µM]
COc1ccc(C(=O)Oc2ccc[nH]c2=O)cc1	5%[57.5 µM]
OCC1CCCCN1C(=S)NCc1ccco1 (centres undefined)	-6%

Continuation:
SMILES	ERK EGF inh
CSc1cnn(Cc2ccccc2)c(=O)c1SCc1ccccc1	u
COc1cccc(-c2nn(-c3ccccc3)cc2CN(C)C(C)c2ccncn2)c1 (centres undefined)	u
Cn1c(NC(=O)CC(C)(C)C)cc(=O)n(C)c1=O	6%
Cc1cc2nc(-c3ccncc3)cc(C(F)(F)F)n2n1	2%
COc1ccccc1N1CCN(CCCCOc2cccc3ccccc23)CC1	1%
O=C(CN1C(=O)c2ccccc2S1(=O)=O)NCc1ccccc1Cl	6%
O=C(Nc1ccccc1F)Nc1ccccc1F	0%
O=C(Nc1ccon1)C12CC3CC(C1)CC(n1cnc([N+](=O)[O-])n1)(C3)C2	-5%
COc1ccc(C2(CNC(=O)Cc3ccc(OC)c(OC)c3)CCCC2)cc1	-3%
Cc1ccc(OCC(=O)N/N=C/C=C/c2ccco2)cc1C	8%
CC(=O)Nc1cccc(C(=O)N/N=C/c2cccnc2)c1	2%
COCC(=O)N1CCC2(CC1)CN(C(=O)Nc1cccc(C#N)c1)C2	12%
Cc1cccc(NC(=O)NC2CC3CCC(C2)N3Cc2ccco2)c1 (centres undefined)	-2%
O=C(N/N=C/c1ccc([N+](=O)[O-])o1)c1cc2ccccc2o1	-3%[57.5 µM]
CN(C)c1nc(-c2cccs2)cc(C(F)(F)F)c1C#N	u
Cc1nc2ccc(NC(=S)N3CCC(C)CC3)cc2nc1C	24%[57.5 µM]
O=C(NCCCc1ccccc1)C1CCC(CNc2c(N3CCCCC3)c(=O)c2=O)CC1 (centres undefined)	-1%[57.5 µM]
O=C1C=C(O)c2cccc(O)c2C1=O	-16%[57.5 µM]
CCC(CC)=NNc1ccc(S(N)(=O)=O)cc1[N+](=O)[O-]	-12%[57.5 µM]
Cc1cc2ccccc2n2c(SCC(=O)Nc3ccc(S(=O)(=O)N4CCC(C)CC4)cc3)nnc12	1%
CCOC(=O)N1CCN(C(=S)Nc2cc(S(=O)(=O)N3CCOCC3)ccc2Cl)CC1	0%
S=C(NCC1CCCO1)N1CCN(c2ccc(Cl)c(Cl)c2)CC1 (centres undefined)	-12%
CCCCCCCCCCCCCCC(C(=O)O)C(O)(CC(=O)OC)C(=O)O (centres undefined)	23%
CCc1sc(C(=O)NCCc2ccc(S(N)(=O)=O)cc2)cc1Br	1%
CC(CCc1ccccc1)N1CCN(Cc2ccccc2)CC1 (centres undefined)	5%

Later entries
SMILES	ERK EGF inh
COc1ccccc1N1CCN(C[C@@H](C(=O)NC(C)(C)C)c2ccccc2)CC1	4%
COc1cccc(-n2c(SCC(N)=O)nc3ccccc3c2=O)c1	2%
CCCn1nc(NC(=O)C2CCCO2)c2cc3ccc(C)cc3nc21 (centres undefined)	3%[57.5 µM]
Fc1ccc(-c2n[nH]c(=S)c3ccccc23)cc1	-5%
O=C(CSc1ncnc2sc(-c3ccccc3)cc12)NC1CCS(=O)(=O)C1 (centres undefined)	1%
CCc1ccc(-n2c(C)cc(/C=N/NC(=O)OC)c2C)cc1	5%

Entries from the list above that contain fluorine (16):
SMILES	ERK EGF inh
O=C(CSc1ccc2nnc(CCNC(=O)c3ccccc3)n2n1)Nc1ccccc1F	7%
COC(=O)C1C(=O)C=C(Nc2ccc(F)cc2F)CC1c1ccccc1 (centres undefined)	14%
Cc1ccc(-c2cc(C(F)(F)F)c(C#N)c(SCC(=O)O)n2)cc1	-1%
NC(=NC(=O)c1ccc(OCC(F)(F)F)nc1)c1ccc(Cl)cc1	-12%[57.5 µM]
CC1CC2C3CCC4=CC(=O)C=CC4(C)C3(F)C(O)CC2(C)C1(O)C(=O)CO (centres undefined)	1%[57.5 µM]
O=c1[nH]c2ccccc2nc1/C=C(\O)C(F)F	34%
Cc1ccc(CCNC(=O)C2CC(c3cccc(F)c3)=NO2)cc1 (centres undefined)	-1%[57.5 µM]
CCN(CC)c1ccc(NC(=O)Cn2ncc3c(C)n(Cc4ccccc4F)c(C)c3c2=O)c(C)c1	1%
Nc1nc(NCC2CCCO2)nc(Nc2cccc(F)c2)c1[N+](=O)[O-] (centres undefined)	12%[57.5 µM]
Cc1ccc([N+](=O)[O-])cc1NC(=O)Nc1cccc(F)c1	u
O=c1c(CCc2ccccc2)nc2cnc(N3CCOCC3)nc2n1Cc1ccc(F)cc1	u
O=C(NNS(=O)(=O)c1ccc(F)cc1)C1CCN(Cc2cccc(F)c2)CC1	-6%
Cc1cc2nc(-c3ccncc3)cc(C(F)(F)F)n2n1	2%
O=C(Nc1ccccc1F)Nc1ccccc1F	0%
CN(C)c1nc(-c2cccs2)cc(C(F)(F)F)c1C#N	u
Fc1ccc(-c2n[nH]c(=S)c3ccccc23)cc1	-5%
